# High-throughput results (PubChem)
# EBI2 antag: EBI2 receptor antagonists, beta-arrestin recruitment, primary screen, cell-based, luminescence, 7a,25-OHC stimulation, uHTS; 7a,25-OHC stimulated; inhibition, % at 5 µM; hit rate 0.81% among 360,000; AID 651636, 2012; in the data active = inhibition above about 38%;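 note: enzyme fragment complementation signal reports receptor beta-arrestin coupling in cells; 0% = agonist plus DMSO wells and 100% = wells without agonist; some results beyond the cut were filed as inactive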
# Target sequence (P32249 whole entry, looked up, the tested form may be a part): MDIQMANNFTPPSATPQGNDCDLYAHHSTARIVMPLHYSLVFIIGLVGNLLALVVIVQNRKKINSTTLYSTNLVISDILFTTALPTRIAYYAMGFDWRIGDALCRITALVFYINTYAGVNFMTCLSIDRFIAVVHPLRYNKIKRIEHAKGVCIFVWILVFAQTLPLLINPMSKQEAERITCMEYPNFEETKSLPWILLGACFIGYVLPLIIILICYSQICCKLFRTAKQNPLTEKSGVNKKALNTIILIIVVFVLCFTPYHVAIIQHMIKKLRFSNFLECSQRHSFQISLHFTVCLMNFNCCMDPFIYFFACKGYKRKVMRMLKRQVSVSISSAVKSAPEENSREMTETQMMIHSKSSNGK
# CXCR6 inh: CXCR6 receptor inhibitors, primary screen, cell-based, beta-arrestin, luminescence, CHO-K1 PathHunter, 1536-well | inhibition, % at 20 µM | C-X-C chemokine receptor type 6 (Homo sapiens), O00574 | hit rate 0.36% among 360,000; in the data active = inhibition above about 34%, passing the limit was not always enough;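 note: antagonist mode with CXCL16 agonist at 10 nM final; 0% = 10 nM CXCL16 with DMSO and 100% = unstimulated wells without agonist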
# Target sequence (O00574 whole entry, looked up): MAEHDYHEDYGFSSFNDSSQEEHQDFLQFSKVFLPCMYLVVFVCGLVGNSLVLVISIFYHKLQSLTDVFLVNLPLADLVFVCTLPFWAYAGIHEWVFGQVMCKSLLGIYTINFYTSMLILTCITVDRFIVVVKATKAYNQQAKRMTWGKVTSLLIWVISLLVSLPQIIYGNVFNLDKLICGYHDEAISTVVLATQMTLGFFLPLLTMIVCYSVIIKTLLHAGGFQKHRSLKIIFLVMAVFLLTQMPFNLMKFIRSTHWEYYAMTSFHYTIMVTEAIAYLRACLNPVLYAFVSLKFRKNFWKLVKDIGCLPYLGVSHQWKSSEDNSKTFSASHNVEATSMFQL
# The depositor's hits bear a star.
# Below each SMILES – EBI2 antag | CXCR6 inh
[1] COC(=O)c1ccc(CN2C(=O)C(Cc3ccccc3)ON=C2c2ncccc2C)o1 (stereo not given)
  0 | 8
[2] COc1ccc(C(C)(O)c2nc(-c3cccc(C(=O)O)c3)cs2)cc1 (stereo not given)
  -8 | 8
[3] CCOC(=O)C1CCCN(C(=O)c2cccc3ccccc23)CC1 (stereo not given)
  0 | 5
[4] c1ccc2c(C(c3nnnn3-c3ccc4c(c3)OCCO4)N3CCCCC3)ccnc2c1 (stereo not given)
  8 | 1
[5] COc1ccc(CNC(=O)C2Cc3c(-c4cccc(C(C)=O)c4)ccnc3O2)cc1OC (stereo not given)
  -8 | 3
[6] CC1(C)CC(Cc2cccc(C(F)(F)F)c2)N(C(=O)OC(C)(C)C)C1 (stereo not given)
  -5 | -1
[7] C(=C\c1ccc2nncn2c1)/c1ccccc1
  1 | -4
[8] Cc1cc(C)cc(C(O)c2ncc(-c3ccc4ccccc4c3)[nH]2)c1 (stereo not given)
  7 | 10
[9] CN1C(=O)CN(CCN2CC(=O)N(C)C(=O)C2)CC1=O
  -10 | -4
[10] CCC/C=C/c1ccc(CN2C(C)C(=O)N(Cc3cn(CCOCOC)nn3)CCS2(=O)=O)cc1 (stereo not given)
  4 | 42*
[11] CCCNC(=O)C1(C)CCN(C(=O)C(c2ccccc2)c2ccccc2)C1 (stereo not given)
  -8 | 10
[12] O=S1(=O)CC(N2CCSCC2)CN1Cc1cn(Cc2ccccc2)nn1 (stereo not given)
  -1 | -4
[13] C=C1C2=C(C(=O)N1OC)[C@@H](O)[C@@](C)(O)[C@@H](CCCCC)O2
  1 | -3
[14] CC(C)CC#Cc1ccc2c(c1)O[C@H](CN(C)C(=O)Nc1ccccc1)[C@@H](C)CN([C@H](C)CO)S2(=O)=O
  25 | -10
[15] OC(c1cccc(Cl)c1)c1ncc(-c2ccc3ccccc3c2)[nH]1 (stereo not given)
  2 | -7
[16] O=C(OCc1ccccc1)N1CCC2CC1c1cc(N3CCN(S(=O)(=O)c4cccc5ccccc45)CC3)ccc12 (stereo not given)
  14 | 11
[17] CCNC(=O)C1CCCN(Cc2ccc3ccccc3c2Br)CC1 (stereo not given)
  -7 | -3
[18] CC1CN(C(=O)COC(=O)c2cc(=O)[nH]c3ccccc23)CC(C)O1 (stereo not given)
  -2 | 3
[19] CSc1ncnc2c1ncn2CCCNCC(C)c1ccccc1 (stereo not given)
  -12 | -6
[20] Cc1ccc([C@H]2C[C@H](O)[C@@H](n3cc(-c4ccc(F)cc4)nn3)CN2CC2CCCCC2)cc1
  0 | 0
[21] CCc1nc2ccc(C(=O)N3CCN(c4ccccc4)CC3)cn2c1N(C)CCCc1ccccc1
  13 | 24
[22] O=C(CC[C@H]1O[C@@H](n2ccc(=O)[nH]c2=O)[C@H](O)[C@@H]1O)NCc1ccccc1
  -5 | 1
[23] Cc1ccc(S(=O)(=O)NN=CC=CC=NNS(=O)(=O)c2ccc(C)cc2)cc1
  3 | 3
[24] C[C@H]1CCCCO[C@H](CN(C)S(=O)(=O)c2cn(C)cn2)[C@@H](C)CN([C@@H](C)CO)C(=O)c2cc(NS(=O)(=O)c3ccccc3)ccc2O1
  0 | 4
[25] CCOC(=O)C(=O)N(C)c1c(CC)nc2c(OCc3cccc(OC)c3)cccn12
  -8 | 6
[26] COCCNC(=O)C1(C)Cc2c(-c3cccc(C(N)=O)c3)ccnc2O1 (stereo not given)
  -4 | 4
[27] C[C@@H](c1ccccc1)N1C[C@H](COCc2ccccc2)Oc2cc(N3CC[C@H](O)C3)ccc2S1(=O)=O
  13 | 12
[28] CC(C)c1ccc(CN2CCC2(C)C(=O)Nc2cnc3ccccc3c2)cc1 (stereo not given)
  7 | -4
[29] CN1OC[C@@H]2CN(S(=O)(=O)c3cccc(C(F)(F)F)c3)[C@H](c3ccc(-c4cccnc4)cc3)C[C@@H]21
  5 | 1
[30] O=C(O)C(=Cc1ccccc1Cl)c1ccccc1
  3 | 1

# Overlap with the part before: seven compounds; new compounds follow.
# Below each SMILES – EBI2 antag | CXCR6 inh
[24] C[C@H]1CCCCO[C@H](CN(C)S(=O)(=O)c2cn(C)cn2)[C@@H](C)CN([C@@H](C)CO)C(=O)c2cc(NS(=O)(=O)c3ccccc3)ccc2O1
  0 | 4
[25] CCOC(=O)C(=O)N(C)c1c(CC)nc2c(OCc3cccc(OC)c3)cccn12
  -8 | 6
[26] COCCNC(=O)C1(C)Cc2c(-c3cccc(C(N)=O)c3)ccnc2O1 (stereo not given)
  -4 | 4
[27] C[C@@H](c1ccccc1)N1C[C@H](COCc2ccccc2)Oc2cc(N3CC[C@H](O)C3)ccc2S1(=O)=O
  13 | 12
[28] CC(C)c1ccc(CN2CCC2(C)C(=O)Nc2cnc3ccccc3c2)cc1 (stereo not given)
  7 | -4
[29] CN1OC[C@@H]2CN(S(=O)(=O)c3cccc(C(F)(F)F)c3)[C@H](c3ccc(-c4cccnc4)cc3)C[C@@H]21
  5 | 1
[30] O=C(O)C(=Cc1ccccc1Cl)c1ccccc1
  3 | 1
[31] CC(=O)NC(c1ccccc1)c1nc(-c2cccc(C(C)C)c2)cs1 (stereo not given)
  -12 | 0
[32] COc1ccccc1NC(=O)N(C)C[C@@H]1OCc2ccccc2-c2c(n(C)c3ccccc23)C(=O)N([C@H](C)CO)C[C@@H]1C
  6 | -1
[33] O=S1(=O)CC(N2CC=CC2)CN1C1CCCCC1 (stereo not given)
  -4 | -1
[34] CC(C)NC(=O)C1(C)CCN1C(=O)c1cccc(F)c1 (stereo not given)
  -2 | -12
[35] Cc1ccc(C(=O)OCC(=O)Nc2c(C)nn(-c3ccccc3)c2C)c(O)c1
  0 | -1
[36] O=C(NCc1ccccc1)OC1CC2CC1[C@H]1CCCCN1C2=O (stereo not given in full)
  -13 | 5
[37] CC1(C)C(=O)C=C(N2CCCCC2)c2ccccc21
  -9 | 13
[38] CN(C(=O)CCN1C(=O)/C(=C/c2ccc(F)cc2)SC1=S)C1CCS(=O)(=O)C1 (stereo not given)
  -6 | -9
[39] COc1ccc(-c2cc3c(c4c2ccn4C)C2CCC3O2)cc1OC (stereo not given)
  -6 | -7
[40] CC(=O)NC(C)(c1ccccc1)c1nc(-c2cc(F)cc(F)c2)cs1 (stereo not given)
  12 | 4
[41] CSCCC(NC(=O)c1ccccc1Cl)C(=O)NCCOc1ccc(C)cc1 (stereo not given)
  17 | 0
[42] CN(C)CCNC(=O)c1cccc(-c2cnc3c(NC=O)cc(-c4cccc(F)c4)cn23)c1
  5 | -2
[43] COc1ccc(NC(=O)c2cc(C3CCCCN3C(=O)C3CCCCC3)on2)c(C)c1 (stereo not given)
  -9 | -8
[44] Cc1cccc(-c2nc(NCCN(C)C)c3ccccc3n2)c1
  4 | -5
[45] COc1ccc(-c2csc(Nc3cccc(C)n3)n2)cc1OC
  15 | -4
[46] COc1ccc(CN(CCCn2cnc3c(OC)ncnc32)CCCn2cnc3c(OC)ncnc32)cc1
  -3 | 5
[47] O=C(O)c1ccc(CN2C[C@@H](CO)O[C@@H](n3cnc4c(NCc5ccco5)ncnc43)C2)cc1
  -4 | -2
[48] C[C@@H]1CN([C@@H](C)CO)C(=O)CCCn2nncc2CO[C@@H]1CN(C)C(=O)Nc1ccccc1
  0 | 5
[49] Cc1cn([C@H]2C[C@H](O)[C@@H](/C=C/C(=O)NCc3ccccc3)O2)c(=O)[nH]c1=O
  -1 | -5
[50] COCCN(CC(=O)Nc1cccc(C)c1C)C(=O)/C=C/c1ccc2c(c1)OCCO2
  0 | 9
[51] COc1ccc(-c2cc3nc(NCCNC(C)=O)n(C)c(=O)c3s2)c(C)c1
  0 | -5
[52] Cc1cnc(NS(=O)(=O)c2ccc(N)cc2)nc1-c1ccccc1O
  8 | -1
[53] CCOC(=O)C1(C)CCCN1C(=O)c1ccc(C(F)(F)F)nc1C (stereo not given)
  1 | 0
[54] Cc1cccc(C)c1NC(=O)CN1CCN(C(=O)CNC(=O)c2ccc(-c3ccccc3)cc2)CC1
  -1 | -15
[55] CC(CC(=O)Nc1ccc2c(c1)c(=O)n(C)n2-c1ccc2ccccc2c1)C(F)(F)F (stereo not given)
  24 | 0
[56] Cn1c(NCc2ccccc2)nc2cc(-c3ccccc3)sc2c1=O
  6 | -5
[57] O=[N+]([O-])c1ccc(N2CCN(Cc3ccccc3)CC2)c2c1no[n+]2[O-]
  -37 | 10
[58] c1ccc(SC23CCCCN(CCC2)C32OCCO2)cc1 (stereo not given)
  4 | 0
[59] CC(=O)c1sc(NC(=O)CCS(=O)(=O)c2ccc(F)cc2)nc1C
  0 | 5
[60] CC(C)C1C(=O)N(Cc2cn(CCC3OCCO3)nn2)CCS(=O)(=O)N1Cc1ccc(-c2cccc(CO)c2)cc1 (stereo not given)
  6 | 4

# Three entries out of the list, sorted by count of non-hydrogen atoms, low to high.
# Below each SMILES – EBI2 antag | CXCR6 inh
[44] Cc1cccc(-c2nc(NCCN(C)C)c3ccccc3n2)c1
  4 | -5
[35] Cc1ccc(C(=O)OCC(=O)Nc2c(C)nn(-c3ccccc3)c2C)c(O)c1
  0 | -1
[50] COCCN(CC(=O)Nc1cccc(C)c1C)C(=O)/C=C/c1ccc2c(c1)OCCO2
  0 | 9

# Next structures.
61	CN1CCN(C(=O)C[C@H]2C[C@H]3c4cc(NC(=O)NC5CCCCC5)ccc4O[C@H]3[C@@H](CO)O2)CC1
  EBI2 antag: -5 | CXCR6 inh: -4

62	CC1(C(=O)Nc2ccc(F)cc2F)CCN1C(=O)Cc1ccc(Cl)cc1Cl (stereo not given)
  EBI2 antag: 0 | CXCR6 inh: 2

63	OC[C@@H]1CN(Cc2ccc(Cl)cc2)C[C@H](n2cnc3c(N4CCOCC4)ncnc32)O1
  EBI2 antag: -3 | CXCR6 inh: -1

64	CC1(C(=O)Nc2ccc(Cl)cc2)Cc2c(-c3cccc(C(F)(F)F)c3)ccnc2O1 (stereo not given)
  EBI2 antag: -10 | CXCR6 inh: 22

65	Cc1ccc(OC2CCN(C(=O)[C@H]3O[C@@H](n4ccc(N)nc4=O)[C@H](O)[C@@H]3O)CC2)cc1
  EBI2 antag: -3 | CXCR6 inh: -2

66	Cc1ccc(Cc2c(C3CCCCC3)nc3ccc(Cl)cn23)cc1
  EBI2 antag: 3 | CXCR6 inh: 6

67	O=C1NC[C@H](CCCCN2C[C@H](Cc3ccc(O)cc3)N(CCC3CCCCC3)C(=O)C2=O)N(CCC2CCCCC2)C1=O
  EBI2 antag: -3 | CXCR6 inh: 7

68	CCOC(=O)C1=C(C)N=c2sc(=Cc3ccc(OCC(=O)O)cc3)c(=O)n2C1c1ccc(Cl)cc1 (stereo not given)
  EBI2 antag: 30 | CXCR6 inh: 12

69	NS(=O)(=O)c1ccc(NC(=S)Nc2ccc(S(=O)(=O)Nc3nccs3)cc2)cc1
  EBI2 antag: -2 | CXCR6 inh: 4

70	Cc1cc2cc3c(=O)[nH]c(=O)cc-3n(CC(O)C(O)C(O)CO)c2cc1C (stereo not given)
  EBI2 antag: 25 | CXCR6 inh: 34

# An excerpt of these results, in transposed form:
66: Cc1ccc(Cc2c(C3CCCCC3)nc3ccc(Cl)cn23)cc1
70: Cc1cc2cc3c(=O)[nH]c(=O)cc-3n(CC(O)C(O)C(O)CO)c2cc1C (stereo not given)
screen / no.,66,70
EBI2 antag,3,25
CXCR6 inh,6,34

# Continuation:
71	COc1cccc(C(C)(O)c2nc(-c3ccc(C)c(C)c3)cs2)c1 (stereo not given)
  EBI2 antag: 2 | CXCR6 inh: -10

72	Cc1nc2ccccn2c(=O)c1NC(=O)c1ccc(Br)o1
  EBI2 antag: -4 | CXCR6 inh: 4

73	CCOC(=O)C1(C)CCN1C(=O)c1ccc(C(F)(F)F)cc1 (stereo not given)
  EBI2 antag: -1 | CXCR6 inh: 0

74	COc1cccc(-c2cnc3c(NC(C)=O)cc(-c4cccc(C(=O)NCCN(C)C)c4)cn23)c1
  EBI2 antag: -1 | CXCR6 inh: -12

75	CC(C)(C)n1nnnc1C(c1ccccc1)N1CCN(c2c(Cl)cncc2Cl)CC1 (stereo not given)
  EBI2 antag: 27 | CXCR6 inh: 6

76	Cc1ccccc1-c1cnc(C(O)c2ccc(Cl)c(F)c2)[nH]1 (stereo not given)
  EBI2 antag: -1 | CXCR6 inh: -11

77	Brc1ccc2nc(C3CCCCC3)c(Cc3ccsc3)n2c1
  EBI2 antag: 3 | CXCR6 inh: 4

78	CCOC(=O)[C@]12CCC=C1N(Cc1ccccc1)C(=O)[C@H](CC(=O)NCc1cccs1)C2
  EBI2 antag: 4 | CXCR6 inh: -2

79	CC(=NNC(=O)c1ccccc1N)c1ccccc1O
  EBI2 antag: 2 | CXCR6 inh: -3

80	COc1ncnc2c1ncn2CCCNCc1ccccn1
  EBI2 antag: -3 | CXCR6 inh: -3

# One compound at a time (already shown).
# CCOC(=O)C1(C)CCN1C(=O)c1ccc(C(F)(F)F)cc1 (stereo not given) across the screens: EBI2 antag: -1; CXCR6 inh: 0
# CC(=NNC(=O)c1ccccc1N)c1ccccc1O across the screens: EBI2 antag: 2; CXCR6 inh: -3

# A portion of the library, so the mix of outcomes need not match the whole.
